From PubChem BioAssay
PI4K2A inh – qHTS for small molecular inhibitors of PI4K2A; purified PI4K2A, ADP-Glo luminescence, 1 h; active compounds read low; activity change, negative = inhibition, % at 76.9 µM; hit rate 0.13% among 420,000; in the data active = activity change below about -50%; inconclusive = mostly about -30% to -49%;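 note: -100% = wells without enzyme as full effect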
Target sequence (Q9BTU6 whole entry, looked up): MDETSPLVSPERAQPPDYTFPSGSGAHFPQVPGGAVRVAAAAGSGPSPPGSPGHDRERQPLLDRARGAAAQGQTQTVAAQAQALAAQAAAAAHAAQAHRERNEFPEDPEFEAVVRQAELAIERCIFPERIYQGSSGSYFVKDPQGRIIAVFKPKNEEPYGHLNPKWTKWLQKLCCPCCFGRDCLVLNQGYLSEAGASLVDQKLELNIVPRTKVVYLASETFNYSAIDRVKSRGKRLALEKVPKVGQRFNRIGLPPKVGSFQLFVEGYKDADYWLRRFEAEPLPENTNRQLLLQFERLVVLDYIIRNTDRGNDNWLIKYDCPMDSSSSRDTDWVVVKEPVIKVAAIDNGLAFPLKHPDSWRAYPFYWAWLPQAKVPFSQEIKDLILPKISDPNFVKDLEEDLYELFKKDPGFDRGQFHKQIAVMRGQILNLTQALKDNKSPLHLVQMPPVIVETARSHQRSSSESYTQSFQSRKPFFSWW
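Compounds are screened against recombinant PI4K2A using PI as substrate and ATP, the latter dispensed at 300 microM. Reactions run one hour at ambient temperature before ADP-Glo detection; full inhibition defined by wells lacking enzyme.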
Vif-APOBEC3G blk – qHTS for Inhibitors of Vif-A3G Interactions: qHTS; DNA dC->dU-editing enzyme APOBEC-3G (Homo sapiens), Q9HC16; HeLa A3G-eYFP + Vif (tagged APOBEC3G with the HIV-1 protein that degrades it), YFP fluorescence, overnight; Potency, µM (titrated, usually from 46.1 µM), for inactives: at the top dose activity, negative = active, hits mostly inhibitors; hit rate 0.076% among 410,000;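 note: potency is the fitted concentration of half-maximal effect; % is set by controls: 0 for no effect and ±100 for the full control effect; nearly all actives have a fitted effect of over 60% in size; hits raise eYFP signal because A3G escapes Vif-driven loss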
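HeLa cells stably expressing Vif and C-terminally eYFP-tagged A3G, seeded overnight at 37 deg C, then exposed to compound by pintool overnight at 37 deg C. Rise in yellow fluorescence (Ex 488/Em 500-530, Acumen) marks blocked Vif-driven A3G degradation.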
Vif-APOBEC3F blk – qHTS for Inhibitors of Vif-A3F Interactions: qHTS | HeLa A3F-eYFP + Vif (tagged APOBEC3F with the HIV-1 protein that degrades it), YFP fluorescence increase | Potency, µM (series often up to 46.1 µM), inactives show at the highest dose activity, negative = active | hit rate 0.2% among 390,000 | AID 602313, 2012; note: potency is the fitted concentration of half-maximal effect; % of control where 0% means no effect; nearly all actives have a fitted effect of over 65% in size
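Fluorescence increase (Ex 488/Em 500-530) after overnight compound treatment at 37 deg C flags inhibition of Vif-driven A3F-eYFP loss in stable HeLa A3F-eYFP/Vif cells seeded overnight beforehand.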
USP1 inh – Inhibitors of USP1/UAF1: Primary Screen. recombinant USP1/UAF1, Ub-Rhodamine cleavage fluorescence. Ubiquitin carboxyl-terminal hydrolase 1 (Homo sapiens), O94782. hit rate 0.23% among 390,000. Potency, µM (top dose mostly 57.1 µM), for the others: at the highest dose activity change, negative = inhibition, usual class: inhibitors; note: potency is the fitted concentration of half-maximal effect; % is set by controls: 0 for no effect and ±100 for the full control effect; nearly all actives have a fitted effect of over 60% in size; inactives centre near -12
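USP1/UAF1 complex (1 nM) preincubated 15 min at room temperature with compound, then Ub-Rho substrate (150 nM final) added. Kinetic fluorescence at 480/540 nm over 6 reads at 60 s intervals; 50 mM HEPES pH 7.8, 0.5 mM EDTA, 0.1 mg/ml BSA, 1 mM TCEP, 0.01% Tween-20.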
IDH1 R132H inh – qHTS for Inhibitors of mutant isocitrate dehydrogenase 1 (IDH1): qHTS; IDH1-R132H enzyme, NADPH consumption, diaphorase/resazurin fluorescence; Potency, µM (titrated, usually from 76.6 µM), for the others: top-dose activity change, negative = inhibition, usual class: inhibitors; hit rate 0.093% among 390,000; AID 602179, 2012; note: potency is the fitted concentration of half-maximal effect; % is set by controls: 0 for no effect and ±100 for the full control effect; nearly all actives have a fitted effect of over 65% in size
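IDH1-R132H (0.5 ug/mL) preincubated 30 min with compound, then NADPH (0.016 mM) and alpha-KG (2 mM) added; 80 min at RT, pH 7.5. Remaining NADPH coupled via diaphorase/resazurin to fluorescence (540/590 nm); concentration-response curves normalized to no-enzyme control.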
RXFP1 ag – qHTS Assay for Agonists of the Relaxin Receptor RXFP1; hit rate 0.3% among 370,000; Relaxin receptor 1 (Homo sapiens), Q9HBX9; AID 2676, 2010; HEK293T-RXFP1 cAMP TR-FRET, 30 min; response scale: percent of porcine relaxin response, buffer zero; Potency, µM (series often up to 57.5 µM), for inactives: top-dose activation, most hits filed as activators; note: potency is the fitted concentration of half-maximal effect; % is set by controls: 0 for no effect and ±100 for the full control effect; nearly all actives have a fitted effect of over 60% in size; many of its hits are not listed in these tables
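cAMP rise read by TR-FRET after 30 min, 37C compound exposure (up to 58 uM) in RXFP1-transfected HEK293 cells with Ro 20174 present. EC50 from Hill-equation fits, with 29 nM porcine relaxin as 100% and buffer as basal.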
Glioma ERSR ind – qHTS for Inducers of the Endoplasmic Reticulum Stress Response (ERSR) in Human Glioma: qHTS. hit rate 0.02% among 420,000. Potency, µM, inactives show at the top dose activation, most hits filed as activators. U87-MG GRP78 promoter luciferase reporter, 16 h. AID 602332, 2012; note: potency is the fitted concentration of half-maximal effect; series mostly up to about 76 µM; % of control where 0% means no effect; nearly all actives have a fitted effect of over 35% in size
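Stably transfected U87-MG glioma cells carrying a GRP78-based luciferase sensor; 16 h compound incubation. Luminescence end-point read 10 min after Bright-Glo addition at room temperature.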
TrxR1 substrate – qHTS Assay for Substrates of Mammalian Selenoprotein Thioredoxin Reductase 1 (TrxR1): qHTS | Potency, µM (highest dose often 114 µM), without a hit: at the highest dose activity change, negative = substrate turnover | Thioredoxin reductase 1, cytoplasmic (Rattus norvegicus), O89049 | AID 588456, 2011 | hit rate 0.01% among 390,000 | purified TrxR1 substrate turnover, NADPH consumption readout; note: potency is the fitted concentration of half-maximal effect; % is set by controls: 0 for no effect and ±100 for the full control effect; nearly all actives have a fitted effect of over 50% in size
Target sequence (O89049 whole entry, looked up): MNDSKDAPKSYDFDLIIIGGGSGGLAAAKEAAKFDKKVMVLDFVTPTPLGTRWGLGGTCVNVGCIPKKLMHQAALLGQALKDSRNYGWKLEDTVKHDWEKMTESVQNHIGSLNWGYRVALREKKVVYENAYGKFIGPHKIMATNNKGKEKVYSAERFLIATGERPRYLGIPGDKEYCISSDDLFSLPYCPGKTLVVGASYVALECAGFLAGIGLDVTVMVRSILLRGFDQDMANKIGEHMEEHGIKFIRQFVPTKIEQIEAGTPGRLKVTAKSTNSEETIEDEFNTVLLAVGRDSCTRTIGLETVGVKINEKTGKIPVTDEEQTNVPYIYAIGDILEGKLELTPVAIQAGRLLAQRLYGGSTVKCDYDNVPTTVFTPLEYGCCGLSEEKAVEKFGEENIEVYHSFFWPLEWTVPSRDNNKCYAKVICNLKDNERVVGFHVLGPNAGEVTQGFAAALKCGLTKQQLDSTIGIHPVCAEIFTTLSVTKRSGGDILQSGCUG
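Rat TrxR1, dispensed at 90 nM, was prereduced with 400 uM NADPH (final) for 5 min at ~22 deg C, then incubated with compound 15 min before 400 uM selenite. A first-read NADPH fluorescence drop versus no-compound background flagged substrates.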
LDHA block – qHTS assay for inhibitors of human lactate dehydrogenase; purified LDHA, NADH/diaphorase-resazurin fluorescence; active compounds read low; L-lactate dehydrogenase A chain (Homo sapiens), P00338; activity change, % (values are at about 110 or 230 µM); hit rate 0.15% among 480,000; in the data active = activity change below about -30%; inconclusive = mostly about -25% to -30%;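 note: plate controls were DMSO wells for no effect and wells without enzyme for full effect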
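Resorufin fluorescence (ex540/em590), read at 0 and 20 min after diaphorase/resazurin addition, reports the NADH left after a 5 min room-temperature reaction of 2 nM human LDH5 with 0.06 mM NADH and 0.2 mM pyruvate.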
* = called active by the depositor; ? = inconclusive; nt = no result given; [ ] = another dose, or the depositor's remark. Unless noted, calls come from the whole dose curve; as a rule, active = well fitted curve in the direction sought with a large enough effect; inconclusive = small, poorly fitted or top-dose-only effect, or another doubt; inactive = no such curve, though single readings can be large; an effect the other way counts as inactive or inconclusive. Only part of the results is shown (hit frequency here may not be typical).

| canonical_smiles | Vif-APOBEC3G blk | LDHA block | Vif-APOBEC3F blk | USP1 inh | PI4K2A inh | Glioma ERSR ind | RXFP1 ag | IDH1 R132H inh | TrxR1 substrate |
| --- | --- | --- | --- | --- | --- | --- | --- | --- | --- |
| COCCNC(=O)C1(C)CCCN(C(=O)c2ccccc2C(F)(F)F)C1 (configuration not stated) | -1% | 1 | nt | nt | 1 | -3% | nt | nt | nt |
| CCCc1nc(SCC(=O)Nc2ccccc2)c2c(=O)n(C)c(=O)n(C)c2n1 | 0% | 0 | 2% | -16% | -1 | -2% | 0.5% | 0% | -6%[57.1 µM] |
| CC(=O)COC(=O)c1cc(-c2ccc(C)cc2)nc2ccccc12 | 0% | -11 | 2% | 0% | 1 | -2% | -0.5% | -2% | 16% |
| CC(C)(C)C(=O)Nc1ccc(NC(=O)C(C)(C)C)cc1 | -2% | 0 | 2% | 0% | 5 | 2% | -3.4% | -9% | -3% |
| CN(Cc1nc(-c2ccncc2)no1)S(=O)(=O)c1ccccc1 | 1% | -8 | 2% | 1% | 7 | -1% | -2.6% | 3% | 3%[57.1 µM] |
| O=C(CC(NC(=O)c1ccccc1)c1ccccc1)OCc1nc(-c2cccc(Cl)c2)no1 (configuration not stated) | 2% | -2 | nt | nt | nt | 3% | nt | nt | 5%[0.0914 µM] |
| O=C(c1cc(Sc2ccc(Cl)cc2)nc2ccccc12)N1CCN(c2ccccn2)CC1 | -3% | -15 | -9% | -18% | -1 | -4% | 1.2% | -1% | 6%[57.1 µM] |
| NC(=O)COC(=O)c1cc(Cl)cc(Cl)c1N | -4% | -3 | 13% | -11% | 3 | -4% | 2.5% | 10% | 63%[activator][57.1 µM] |
| CCOc1ccc(NC(=O)COC(=O)Cn2cnc3ccccc32)cc1 | 0% | -4 | 0% | -12% | -7 | -2% | nt | 2% | -3% |
| CC(=O)Oc1ccc(-c2csc(Nc3cccc(C)n3)n2)cc1 | -12% | -1 | -20% | -33% | -1 | 11% | 0.0% | 4% | -3%[57.1 µM] |
| Cc1ccccc1CNC(=O)c1ccc2c(c1)c(C)c(C)n2C | -6% | 0 | 8% | -20% | -3 | 0% | 0.3% | 6% | 2%[57.1 µM] |
| O=C(CN(c1ccccc1)S(=O)(=O)c1ccccc1)N1CCN(Cc2ccc3c(c2)OCO3)CC1 | 2% | 0 | 9% | -4% | 2 | -1% | 0.6% | 6% | 13%[57.1 µM] |
| Cc1cccc(C(=O)NCCC(=O)NCc2ccccc2Cl)c1 | -18% | 0 | -1% | -14% | -7 | -5% | 2.4% | 16% | 6% |
| COc1ccc(S(=O)(=O)NCc2cccnc2)cc1NC(=O)c1ccccc1 | -9% | 1 | 8% | -20% | 0 | -4% | 4.1% | 3% | 12%[57.1 µM] |
| Cc1cc(NCCCn2ccnc2)n2nc(C)c(-c3ccccc3)c2n1 | -2% | -13 | -10% | 0% | 0 | 1% | -0.6% | 0% | -7% |
| COc1ccc(-c2noc(CSc3ccc(C)cc3)n2)cc1 | -2% | 0 | -7% | -18% | 4 | 3% | 0.3% | 7% | -4% |
| COc1ccc(C)cc1Nc1n[n+](-c2ccccc2)c(-c2c(OC)ccc3ccccc23)s1 | 4% | 0 | ? | -31% | 2 | -4% | -1.1% | 0%[38.3 µM] | 0% |
| Cc1cccc2sc(NNC(=O)c3ccc(S(=O)(=O)N4CC(C)CC(C)C4)cc3)nc12 (configuration not stated) | -3% | 0 | -28% | 0% | -3 | -7% | 1.9% | -4% | 2%[57.1 µM] |
| COCCN1C(=O)N[C@@H](CCc2ccccc2)[C@H](C(=O)OC)[C@H]1C | 0% | 0 | -5% | -29% | 0 | -2% | nt | 1%[38.3 µM] | 12% |
| CCOc1cc2[nH]c(=S)n(CCOC)c(=O)c2cc1OCC | 1% | -2 | 4% | -9% | 3 | -2% | -0.8% | 2% | -3% |
| CCCS(=O)(=O)c1cn2cccc(N)c2c1S(=O)(=O)CCC | 2% | 19 | -12% | -14% | 0 | -4% | 6.1% | 5% | 6%[11.4 µM] |
| COCC(=O)N(C)[C@H]1C[C@H]2c3cc(N4CCN(C)CC4)ccc3CCN2C(=O)[C@H]1[C@H](C)O | 0% | -10 | 1% | -16% | -1 | 1% | nt | -2%[38.3 µM] | 2% |
| CC1S/C(=N/N=C/c2ccco2)NC1=O (configuration not stated) | 0% | 3 | -2% | 3% | -6 | -5% | 0.8% | 4% | 2%[57.1 µM] |
| O=C(Cn1nc(-c2ccccc2)ccc1=O)Nc1ccc(N2CCN(C(=O)c3cccs3)CC2)cc1 | 4% | -3 | 6% | -5% | 6 | -3% | 0.9% | 0% | -5% |
| COc1ccc2cc(C(=O)C3CCCN(C(=O)c4cccnc4)C3)ccc2c1 (configuration not stated) | 2% | 1 | 2% | -27% | -2 | 0% | ? | -4% | 241%[activator] |
| Cc1c(-c2ccccc2)c(=O)oc2ccc(O)cc12 | -1% | -3 | -9% | 0% | -13 | -1% | 0.0% | 7% | -1% |
| O=S(=O)(NC1CCCCC1Oc1ccccc1)c1ccccc1 (configuration not stated) | -4% | 1 | -3% | -17% | -3 | -3% | -0.7% | 7% | 0% |
| COc1cccc(C(NC(C)=O)c2nc(/C=C/c3ccccc3)cs2)c1 (configuration not stated) | -4% | 2 | nt | nt | -4 | -2% | nt | nt | nt |
| O=C1N(Nc2ccccc2)C(c2ccc(Br)cc2)C12CCCCC2 (configuration not stated) | 0% | -5 | -6% | -20% | 1 | -2% | -1.5% | -1% | -6% |
| O=C(COc1cccc(Br)c1)N/N=C1\CCCc2ccccc21 | -1% | -5 | -6% | -1% | -3 | 3% | 0.4% | 21% | -3% |
| COc1ccc(-c2cc(C(=O)OCC(=O)NC3CC3)c3ccccc3n2)cc1 | -6% | -2 | -4% | -14% | -2 | 2% | 1.6% | 8% | 27% |
| COc1ccc(/C=C/C(=O)NC(C)C)cc1Br | 0% | 1 | 11% | -5% | -1 | -2% | 0.4% | 1% | 2% |
| CSc1ccc(CCNC(=O)CCc2c(C)nc3c(-c4ccccc4)c(C)nn3c2C)cc1 | -3% | 1 | 0% | -25% | 0 | -8% | -1.9% | 5% | 8% |
| COc1cccc(/C=C/C(=O)NNC(=O)c2cc(C)oc2C)c1 | -17% | -3 | -4% | -6% | -2 | -2% | -2.0% | 1% | 11% |
| CC(=O)N1CCCc2cc(S(=O)(=O)NCc3ccc(N(C)C)cc3)ccc21 | 1% | 6 | 3% | -6% | 1 | 1% | 0.4% | 2% | -1%[57.1 µM] |
| Cn1cnc([N+](=O)[O-])c1Sc1ncccc1N | 2% | 10 | -1% | -9% | -1 | 3% | 3.0% | 0% | -3% |

A section from the list above, for reference:
| canonical_smiles | Vif-APOBEC3G blk | LDHA block | Vif-APOBEC3F blk | USP1 inh | PI4K2A inh | Glioma ERSR ind | RXFP1 ag | IDH1 R132H inh | TrxR1 substrate |
| --- | --- | --- | --- | --- | --- | --- | --- | --- | --- |
| O=C(Cn1nc(-c2ccccc2)ccc1=O)Nc1ccc(N2CCN(C(=O)c3cccs3)CC2)cc1 | 4% | -3 | 6% | -5% | 6 | -3% | 0.9% | 0% | -5% |
| COc1ccc2cc(C(=O)C3CCCN(C(=O)c4cccnc4)C3)ccc2c1 (configuration not stated) | 2% | 1 | 2% | -27% | -2 | 0% | ? | -4% | 241%[activator] |
| Cc1c(-c2ccccc2)c(=O)oc2ccc(O)cc12 | -1% | -3 | -9% | 0% | -13 | -1% | 0.0% | 7% | -1% |
| O=S(=O)(NC1CCCCC1Oc1ccccc1)c1ccccc1 (configuration not stated) | -4% | 1 | -3% | -17% | -3 | -3% | -0.7% | 7% | 0% |
| COc1cccc(C(NC(C)=O)c2nc(/C=C/c3ccccc3)cs2)c1 (configuration not stated) | -4% | 2 | nt | nt | -4 | -2% | nt | nt | nt |
| O=C1N(Nc2ccccc2)C(c2ccc(Br)cc2)C12CCCCC2 (configuration not stated) | 0% | -5 | -6% | -20% | 1 | -2% | -1.5% | -1% | -6% |
| O=C(COc1cccc(Br)c1)N/N=C1\CCCc2ccccc21 | -1% | -5 | -6% | -1% | -3 | 3% | 0.4% | 21% | -3% |
| COc1ccc(-c2cc(C(=O)OCC(=O)NC3CC3)c3ccccc3n2)cc1 | -6% | -2 | -4% | -14% | -2 | 2% | 1.6% | 8% | 27% |
| COc1ccc(/C=C/C(=O)NC(C)C)cc1Br | 0% | 1 | 11% | -5% | -1 | -2% | 0.4% | 1% | 2% |
| CSc1ccc(CCNC(=O)CCc2c(C)nc3c(-c4ccccc4)c(C)nn3c2C)cc1 | -3% | 1 | 0% | -25% | 0 | -8% | -1.9% | 5% | 8% |
